Source: PubChem
ARNT TACC3 PPI – disrupts binding between human ARNT and TACC3 | Q9Y6A5 | AlphaScreen His-ARNT PAS-B/GST-TACC3 binding, luminescence; TACC3 fragment carries E629A point mutation | inhibition, % at 9.99 µM | actives 0.66% (n = 390,000) | AID 623870;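 active means mean inhibition of replicates at least 50% and at least half of replicates each reaching 50%; inconclusive means half or more replicates reach 50% but mean below 50%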;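 further: 0% = complete ARNT plus TACC3 wells and 100% = ARNT alone without TACC3; many hits fall short of the cut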
DENV2 CPE rescue – protects cells from dengue virus 2 cytopathic effect. AID 651640. DENV2-infected cells, cytopathic effect rescue, plate reader. actives 1.7% (n = 350,000). CPE inhibition, % at 9.99 µM; in the data active means CPE inhibition above about 20%, passing the limit was not always enough; inconclusive means no clear call, values can overlap the other calls; tested in BHK-21 cells;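 further: 0% = median of neutral control wells and 100% = median of positive control wells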
LGR2 antag – blocks bursicon-induced cAMP signaling via Drosophila LGR2 | AID 720647 | inhibition, % at 9.99 µM | HEK293 LGR2, CRE-luciferase, bursicon-stimulated, 4 h | actives 0.35% (n = 380,000);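 active means drop in luminescence signal, shown as inhibition above about 50% in the replicate tests, limit read from the data, passing the limit was not always enough; inconclusive means probably only some replicates passing the limit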;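 further: agonist challenge used bursicon conditioned medium at about half maximal strength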
SIRT5 inh – blocks human SIRT5 desuccinylation of peptide. Q9NXA8. Purified SirT5, succinyl-peptide AMC, trypsin-coupled fluorescence. inhibition, % at 15 µM. actives 1.1% (n = 330,000). AID 652115; in the data active means inhibition above about 15%; inconclusive means no clear call, values can overlap the other calls
Target sequence (Q9NXA8 whole entry, looked up): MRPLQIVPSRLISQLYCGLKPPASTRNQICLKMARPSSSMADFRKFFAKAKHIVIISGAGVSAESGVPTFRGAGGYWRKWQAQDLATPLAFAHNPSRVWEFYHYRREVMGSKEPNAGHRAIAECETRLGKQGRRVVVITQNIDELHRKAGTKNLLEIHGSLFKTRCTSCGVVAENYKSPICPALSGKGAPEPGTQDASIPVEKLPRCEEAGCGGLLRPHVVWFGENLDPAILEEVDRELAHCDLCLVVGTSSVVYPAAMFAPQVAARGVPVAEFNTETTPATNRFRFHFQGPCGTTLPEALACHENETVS
Casp6 inh – blocks human caspase-6 cleavage activity | inhibition, % at 12.5 µM | AID 686996 | actives 0.53% (n = 350,000) | purified caspase-6, Z-VEID-R110 cleavage fluorescence;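 active means mean inhibition across replicates at least about 35%, with every replicate also reaching that limit, limit read from the data; inconclusive means only one of the two criteria met; inactive means neither criterion met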;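 further: 0% = median of neutral control wells and 100% = no fluorescence left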
Target sequence (P55212 24-179 limits assumed): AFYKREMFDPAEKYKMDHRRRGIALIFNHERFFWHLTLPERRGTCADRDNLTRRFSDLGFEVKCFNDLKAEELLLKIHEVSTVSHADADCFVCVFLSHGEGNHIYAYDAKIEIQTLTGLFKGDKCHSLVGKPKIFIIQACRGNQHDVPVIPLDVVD
Target sequence (P55212 194-293 limits assumed): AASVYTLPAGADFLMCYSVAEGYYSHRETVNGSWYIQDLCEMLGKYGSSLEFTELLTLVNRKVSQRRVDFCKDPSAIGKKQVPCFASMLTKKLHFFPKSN
EWS-Fli inh – inhibitors of EWS/Fli oncoprotein transcriptional activity; AID 651661; actives 0.67% (n = 350,000); inhibition, % at 12.6 µM; A673 NR0B1-luciferase reporter, viability-normalised;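 active means mean inhibition of at least 50% after viability correction, with every replicate also passing that limit; inconclusive means mean reaches 50% but only one of two replicates passes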;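 further: firefly luciferase signal divided by Alamar Blue viability fluorescence both relative to DMSO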
PAX8 inh HTS – PAX8 transcriptional activity inhibition. RMG-I TPO-luciferase reporter, SteadyGlo, 24 h. actives 1.2% (n = 360,000). AID 652154. inhibition, % at 12.6 µM;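 active means mean replicate inhibition at least 60% with every replicate also reaching 60%; inconclusive means only one of the two criteria is met; inactive means mean below 60% and not all replicates reaching 60%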;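 further: luciferase light reporting Pax8 driven TPO promoter activity; plate controls were median of neutral control wells for no effect and mitoxantrone controls for full effect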
* = called active by the depositor; u = inconclusive; x = not tested or not shown; & = joins results of further samples; ! = a repeat was not active.

Start of the data: the first 3 compounds (preview)
SMILES	ARNT TACC3 PPI	DENV2 CPE rescue	LGR2 antag	SIRT5 inh	Casp6 inh	EWS-Fli inh	PAX8 inh HTS
COc1ccccc1NC(=O)N(C)C[C@@H]1Oc2ncc(C#CCN(C)C)cc2C(=O)N([C@@H](C)CO)C[C@@H]1C	-3	2	-3	8	1	-18	x
COc1ccc(C=CC(C)=NNC(=O)c2ccncc2)cc1	-2	-2	x	1	0	2	-12
CCOC(=O)[C@H]1[C@H]2COc3ccc(C)cc3[C@@H]2N2C(=O)[C@@H](CO)NC(=O)[C@@]12C	-1	u	22	x	-3	6	3

Results (from the top)
SMILES	ARNT TACC3 PPI	DENV2 CPE rescue	LGR2 antag	SIRT5 inh	Casp6 inh	EWS-Fli inh	PAX8 inh HTS
COc1ccccc1NC(=O)N(C)C[C@@H]1Oc2ncc(C#CCN(C)C)cc2C(=O)N([C@@H](C)CO)C[C@@H]1C	-3	2	-3	8	1	-18	x
COc1ccc(C=CC(C)=NNC(=O)c2ccncc2)cc1	-2	-2	x	1	0	2	-12
CCOC(=O)[C@H]1[C@H]2COc3ccc(C)cc3[C@@H]2N2C(=O)[C@@H](CO)NC(=O)[C@@]12C	-1	u	22	x	-3	6	3
O=C(Nc1cc2c(cc1C(=O)O)OCCCO2)c1ccc(C(F)(F)F)cc1	-5	0	-89	-5	0	-57	-121
C[C@H]1CN([C@@H](C)CO)C(=O)c2c(c3ccccc3n2C)-c2ccccc2CO[C@@H]1CN(C)C(=O)CCC(F)(F)F	-8	-25	7	4	-1	24	65*
COc1ccc(CSc2nnnn2-c2ccc(C(N)=O)cc2)cc1[N+](=O)[O-]	-4	-2	-10	1	-3	12	-18
O=C(NCCCN1CCCCC1)C1CCN(c2ncnc3c2nc2n3CCCCC2)CC1	-2	9	6	-1	1	1	-22
CCOC(=O)C1(CC2CCCCO2)CCN(C(=O)Nc2ccc(C(=O)OC)cc2)CC1 (stereo not given)	1	-3	-2	-1	-1	-4	-9
COc1ccccc1C1C([N+](=O)[O-])=CC([N+](=O)[O-])=CN1C (stereo not given)	-6	-2	-1	2	7	14	4
O=C(c1cnc2ccccc2n1)N1CCN(c2ccc(C(F)(F)F)cn2)CC1	x	-3	5	-1	0	10	0
COC(=O)NNS(=O)(=O)c1ccc(C)cc1	-13	x	10	x	x	x	15
COC(=O)NNC(=O)COc1cc(C)ccc1C	0	-2	11	-4	-3	4	8
Cc1ccc(S(=O)(=O)N(C)C[C@H]2OCCCC[C@H](C)Oc3ccc(NC(=O)Nc4ccc5c(c4)OCO5)cc3C(=O)N([C@@H](C)CO)C[C@H]2C)cc1	0	-3	-20	7	1	-6	-27
C[C@@H]1CN([C@H](C)CO)S(=O)(=O)c2ccc(-c3ccc(F)cc3)cc2O[C@@H]1CN(C)C(=O)C1CCOCC1	-4	10	11	-2	6	-2	x
Cc1cc(C)cc(N=C2NC(=O)/C(=C/c3cccs3)S2)c1	x	-2	-16	2	0	12	8
CC(C)NC(=O)N(C)C[C@@H]1Oc2ncc(-c3ccc(F)cc3)cc2C(=O)N([C@H](C)CO)C[C@@H]1C	-5	-2	-5	-4	0	-2	x
C[C@]12C=CC(=O)C=C1CC[C@@H]1C2[C@@H](O)C[C@@]2(C)C1CC[C@]2(O)C(=O)COC(=O)CCC(=O)O (stereo not given in full)	-5	5	17	-3	-3	2	-3
CN(Cc1ccccc1)S(=O)(=O)c1ccc(Cl)c(C(=O)OCC(=O)NC2CCS(=O)(=O)C2)c1 (stereo not given)	-2	32*	4	-7	-1	0	2
Fc1cccc(Cc2c(-c3cccc(Br)c3)nc3c(Cl)cc(C(F)(F)F)cn23)c1	x	10	-6	-1	1	-21	14
O=C(CSc1ccc(-c2cccnc2)nn1)Nc1ccccc1	2	-3	8	-8	1	-1	-7

Look-ups from the list:
COC(=O)NNS(=O)(=O)c1ccc(C)cc1 @ PAX8 inh HTS: 15
C[C@]12C=CC(=O)C=C1CC[C@@H]1C2[C@@H](O)C[C@@]2(C)C1CC[C@]2(O)C(=O)COC(=O)CCC(=O)O (stereo not given in full) @ SIRT5 inh: -3

Other entries:
SMILES	ARNT TACC3 PPI	DENV2 CPE rescue	LGR2 antag	SIRT5 inh	Casp6 inh	EWS-Fli inh	PAX8 inh HTS
C[C@H]1CN([C@@H](C)CO)C(=O)c2cccc(NC(=O)Nc3ccccc3)c2O[C@H]1CN(C)S(=O)(=O)c1cn(C)cn1	-3	-6	-9	3	2	-8	x
C[C@@H]1CN([C@@H](C)CO)C(=O)c2cc(-c3cccc(C(=O)N(C)C)c3)cnc2O[C@@H]1CN(C)S(=O)(=O)c1cccc(F)c1	2	-10	-7	0	-1	-20	x
COc1ccc(C#Cc2ccc3c(c2)O[C@@H](CN(C)C(=O)Nc2cccc(OC)c2)[C@H](C)CN([C@H](C)CO)S3(=O)=O)cc1	-4	-5	15	-1	0	25	x
CC(O)CNc1nc2c(c(=O)n(Cc3ccc(Cl)c(Cl)c3)c(=O)n2C)n1C (stereo not given)	-21	4	-18	-1	0	-4	29
COc1ccc(C(=O)C=Cc2ccc(OCc3ccccc3)c(OC)c2)cc1OC	x	1	-13	-1	1	0	-14
CCOC(=O)CNc1nc(Cl)nc(N2CCCCC2)n1	-5	-2	1	-2	1	-4	9
C=CCNC(=S)N1CCC2CC1c1c(Cl)cccc12 (stereo not given)	x	-1	-7	-4	-4	1	9
Cc1ccc(S(=O)(=O)N(C)C[C@@H]2Oc3ccc(NC(=O)c4ccncc4)cc3C(=O)N([C@H](C)CO)C[C@H]2C)cc1	-5	31*	-7	-4	1	2	-13
N#C/C(=C\Nc1ccc2c(c1)OCCO2)C(=O)NCc1ccco1	-4	-2	-11	3	-2	-26	-10
C=CCOc1ccccc1CN1CCC(n2nccc2NC(=O)C2CC2)CC1	-2	-9	11	-1	-10	x	11

Single records (already shown). Order of screens: ARNT TACC3 PPI	DENV2 CPE rescue	LGR2 antag	SIRT5 inh	Casp6 inh	EWS-Fli inh	PAX8 inh HTS
`COc1ccc(C#Cc2ccc3c(c2)O[C@@H](CN(C)C(=O)Nc2cccc(OC)c2)[C@H](C)CN([C@H](C)CO)S3(=O)=O)cc1` is entered as -4	-5	15	-1	0	25	x
`CC(O)CNc1nc2c(c(=O)n(Cc3ccc(Cl)c(Cl)c3)c(=O)n2C)n1C` (stereo not given) is entered as -21	4	-18	-1	0	-4	29
`C=CCNC(=S)N1CCC2CC1c1c(Cl)cccc12` (stereo not given) is entered as x	-1	-7	-4	-4	1	9
`C=CCOc1ccccc1CN1CCC(n2nccc2NC(=O)C2CC2)CC1` is entered as -2	-9	11	-1	-10	x	11

The listing continues:
SMILES	ARNT TACC3 PPI	DENV2 CPE rescue	LGR2 antag	SIRT5 inh	Casp6 inh	EWS-Fli inh	PAX8 inh HTS
N/C(=N\O)c1ccc(Cl)cc1Cl	-10	-5	-5	-5	-1	4	-21
O=C1CCC([N+](=O)[O-])C(c2cc3c(cc2Cl)OCO3)N1 (stereo not given)	0	x	9	x	x	x	6
C[C@@H]1CN([C@H](C)CO)C(=O)c2cccc(NS(=O)(=O)c3cccs3)c2O[C@H]1CN(C)CC1CCCCC1	-7	5	9	-4	1	1	-8
O=C(N[C@H]1CC[C@H](CCNS(=O)(=O)c2ccc(F)cc2)O[C@H]1CO)c1cccc(F)c1	4	-5	6	5	-2	2	x
Cc1ccc(N(C(=O)c2snc(C(N)=O)c2N)C(CC(C)C)C(=O)NC2CCCC2)cc1 (stereo not given)	-12	-4	-7	1	3	15	8
COCC#Cc1cnc2c(c1)C(=O)N([C@@H](C)CO)C[C@H](C)[C@@H](CN(C)C(C)=O)O2	10	5	4	6	0	-6	x
O=C1NC(Cc2ccccc2)c2nc3ccc(Cl)cc3c(=O)n2-c2ncccc21 (stereo not given)	x	-3	x	2	3	4	10
CC1CCN(c2ccc3nnc(CCC(=O)N4CCN(c5ccccc5F)CC4)n3n2)CC1	3	u	7	-4	-1	13	29
Cc1ccc(C(=O)O/N=C(\c2ccccc2)c2ccncc2)cc1	-4	0	-32	3	0	10	5
O=C(Nc1cccnc1Cl)c1cccc(F)c1	x	3	0	-1	2	-36	-19
O=C1NN(c2ccc(Br)cc2)C(=O)/C1=C\c1ccc(O)cc1O	0	14	0	-2	14	15	10
CN(CC(=O)Nc1ccc(F)cc1)C(=O)CSc1ncccn1	-1	8	6	4	0	-2	4
Cc1cccc(C)c1NC(=O)C(Cl)=C(Cl)Cl	-2	7	2	0	-4	-1	21
Cc1nc(C(=O)Nc2ccccc2)sc1C(=O)Nc1ccccc1	15	-8	x	1	-2	-100	-92
Cc1ccc(NC(=O)c2ccc(Cl)c(S(=O)(=O)NCc3ccco3)c2)c(O)c1	10	1	-30	6	7	12	x
CCCCC(C(=O)NC(C)c1ccccc1)C(=O)NC(C)c1ccccc1 (stereo not given)	-2	u	3	-1	-2	1	-5
Cc1cc(C(=O)Nc2cccc3cccnc23)ccc1[N+](=O)[O-]	x	0	-26	1	-5	-68	-31
CC(C(=O)Nc1nc2ccccc2s1)n1cc([N+](=O)[O-])cn1 (stereo not given)	-1	-1	2	0	1	3	0
CCc1nc2c(OCCOc3ccc(F)cc3)cccn2c1N(C)C(=O)c1ccc(OC)cc1	x	-4	-5	6	3	2	-5
CCCS(=O)(=O)NC(=O)C1(C)CCCN(C(=O)c2ccco2)C1 (stereo not given)	x	17	-15	3	2	2	-9
CCOc1ccc(NS(=O)(=O)c2ccc(C(=O)NCc3ccncc3)cc2)cc1	2	4	12	-3	0	15	8
COc1cc(NC(=O)CN(C)S(=O)(=O)c2ccc3nc(C)sc3c2)cc(OC)c1	8	11	2	-7	0	-18	-7
CN(Cc1ccccc1)C(=O)C1(C)CCN1C(=O)Cc1ccc(Cl)cc1Cl (stereo not given)	x	2	7	-3	-4	0	28
Cc1ccc(-c2ccccc2[C@@H]2[C@H](C#N)N(C(=O)c3cccc(F)c3)[C@H]2CO)cc1	x	-3	-6	0	1	26	x
Cc1occc1C(=O)N/N=C/C1=C(N2CCOCC2)C(=C\c2ccc(Cl)cc2)/CC1	-3	4	-1	2	-5	-5	-29
COCC(=O)Nc1ccc2c(c1)OC[C@@H](C)N(CCC(F)(F)F)C[C@@H](C)[C@H](OC)CN(C)C2=O	-8	-7	20	-1	2	0	-1
O=C1c2ccccc2NC(c2ccc(-c3cccc(Cl)c3)o2)N1O (stereo not given)	8	1	-40	2	7	-77	x
Cc1ccsc1C(=O)N1CC=C(c2ccccc2)CC1	-1	-1	-9	-2	-3	-9	-17
COCCCN1C(=O)/C(=C\c2ccc3c(c2)OCO3)C(C(=O)OC)=C1C	1	2	5	1	0	3	5
CCN1CCN(CC(=O)Nc2cccc(C)c2C)C(=O)C1=O	-6	-2	-16	-2	-3	-10	-12

Some of these compounds in order of the SIRT5 inh value, low to high:
structure | SIRT5 inh
COc1cc(NC(=O)CN(C)S(=O)(=O)c2ccc3nc(C)sc3c2)cc(OC)c1 | -7
Cc1ccsc1C(=O)N1CC=C(c2ccccc2)CC1 | -2
Cc1ccc(-c2ccccc2[C@@H]2[C@H](C#N)N(C(=O)c3cccc(F)c3)[C@H]2CO)cc1 | 0

(list continues)
SMILES	ARNT TACC3 PPI	DENV2 CPE rescue	LGR2 antag	SIRT5 inh	Casp6 inh	EWS-Fli inh	PAX8 inh HTS
COc1cc(NC(=O)c2csc(N)n2)cc(C(=O)Nc2cccc(C(F)(F)F)c2)c1	3	11	-11&24	-1	2&19	61*	82*!
Cc1cc2oc3cc(NCCC4CCCN4C)ccc3c(=O)c2cc1C (stereo not given)	-4	u	x	x	-3	17	-91
CCC(C(=O)OCC(=O)N(C)c1c(N)n(Cc2ccccc2)c(=O)[nH]c1=O)c1ccccc1 (stereo not given)	-9	12	-7	6	1	5	5
CN(C)c1cccc(CNC(=O)c2ccc3sc([C@H]4C[C@H](O)[C@@H](CO)O4)nc3c2)c1	x	3	-8	0	-1	-21	-3
Nn1c(SCC(=O)Nc2c(F)cc(F)cc2Br)nnc1C1CCCCC1	15	-2	-4	-3	-1	8	6
